RGS4 pot: potentiators or activators of RGS4. HEK293 M3R/inducible RGS4, carbachol calcium flux Fluo4; hits give low values. 0.92% of 310,000 active. B-score at 10 µM;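 active = B-score of the integrated calcium signal more than 4 SD below the library mean, with starting fluorescence not abnormally high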;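 also: negative B-score means reduced calcium response which marks RGS4 activation or potentiation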
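Detection: kinetic calcium fluorescence imaging with Fluo4-AM dye, 2 µM / Material: HEK293 cells with stable M3R and inducible RGS4 / Schedule: recording 10 s baseline at 1 Hz, 100 s post-agonist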
RGS4 block: human RGS4 inhibition; P49798; HEK293 M3R/RGS4 inducible, Fluo-4 calcium flux; hits give high values; triggered by carbachol at its EC20; B-score at 10 µM; 0.45% of 310,000 active;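 active = B-score, a plate-corrected calcium signal, over three deviations above library mean, with baseline fluorescence within five deviations of library mean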;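 also: RGS4 expression induced by doxycycline in cells with stable M3 receptor; B-score is computed from the integrated fluorescence ratio over baseline after carbachol; higher B-score means a larger calcium signal and so more RGS4 inhibition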
Target sequence (P49798 whole entry, looked up): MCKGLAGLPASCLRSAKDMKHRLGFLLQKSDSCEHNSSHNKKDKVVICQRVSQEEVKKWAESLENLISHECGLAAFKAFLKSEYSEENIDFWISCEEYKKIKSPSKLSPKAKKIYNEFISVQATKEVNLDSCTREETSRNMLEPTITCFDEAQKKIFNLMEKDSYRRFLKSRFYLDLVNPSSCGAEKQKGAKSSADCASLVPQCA
KCNK9 block: blocks the human KCNK9 two-pore domain potassium channel. B-score at 10 µM. 1.2% of 310,000 active. HEK293 KCNK9, FluxOR thallium flux fluorescence; hits give low values. AID 488922. Q9NPC2;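 active = ratio B-score over 3 SD below the library mean, with starting fluorescence within 5 SD of its mean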;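 also: negative B-score means less thallium flux so channel inhibition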
KCNQ1 inh: inhibitors of human KCNQ1 potassium channel | CHO-K1 KCNQ1, FluxOR thallium flux fluorescence; hits give high values | AID 2642 | P51787 | B-score at 10 µM | 1.3% of 310,000 active;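 active = compounds whose thallium flux B-score, printed positive for inhibition, exceeds three library SD while starting fluorescence stays within three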;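 also: channel opened by potassium depolarization with thallium stimulus after 20 min compound exposure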
KCNK3 inh: human KCNK3 channel inhibition, primary screen | B-score at 10 µM | AID 602410 | CHO-KCNK3 thallium flux, FluxOR fluorescence; hits give low values | 0.84% of 340,000 active | O14649;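 active = B-score under library mean minus 4 SD, starting fluorescence ratio at most library mean plus 5 SD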;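 also: more negative B-score means stronger inhibition of thallium flux through KCNK3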
KCNQ1 pot: potentiates or activates the human KCNQ1 potassium channel; CHO-K1 KCNQ1, thallium flux FluxOR fluorescence; hits give high values; 0.35% of 310,000 active; P51787; B-score at 10 µM;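 active = fluorescence ratio B-score, a plate-corrected score, at least three library SD, with initial intensity B-score within 5 SD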
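Material: CHO-K1 cells stably expressing KCNQ1. Medium: assay buffer for compound exposure, DMSO matched across wells. Reagent: K+/Tl+ depolarizing stimulus. Compound dosing: single-concentration screen. Times: 37 °C overnight plating, 90-min dark dye load, 20-min compound pretreatment. Technique: FluxOR Tl+ flux fluorescence.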
GSK3beta inhib: blocks human GSK3beta kinase activity. P49841. GST-GSK3beta kinase, ADP-Glo luminescence, 60 min; hits give low values. activity score (negative = inhibition), % at 10 µM. 0.038% of 300,000 active;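 active = more than half of replicate wells score below -50%, meaning over 50% inhibition versus plate controls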;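 also: 0% = median DMSO wells and -100% = median GW8510 positive control wells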
Target sequence (P49841 whole entry, looked up): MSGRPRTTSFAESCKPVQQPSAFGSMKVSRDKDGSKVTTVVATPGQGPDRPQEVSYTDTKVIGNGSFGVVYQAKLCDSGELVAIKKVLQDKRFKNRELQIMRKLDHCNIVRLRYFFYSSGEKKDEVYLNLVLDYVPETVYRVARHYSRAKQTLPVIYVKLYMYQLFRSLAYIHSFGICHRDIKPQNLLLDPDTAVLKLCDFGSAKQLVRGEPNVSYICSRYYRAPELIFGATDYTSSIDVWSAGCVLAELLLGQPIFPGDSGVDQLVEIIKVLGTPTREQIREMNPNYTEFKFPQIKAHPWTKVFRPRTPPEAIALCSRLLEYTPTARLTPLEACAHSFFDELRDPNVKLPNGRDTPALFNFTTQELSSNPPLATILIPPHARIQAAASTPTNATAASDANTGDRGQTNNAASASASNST
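Assay system: GST-tagged human GSK3beta kinase, cell-free; Input: 1.6 ng GSK3beta; Medium: Tris/MgCl2 kinase buffer; Timing: 60 min enzyme reaction, room temperature; Signal: ADP-Glo luminescence quantifying ADP generated by kinase; Evaluation: score relative to plate controls; Benchmarks: DMSO neutral wells and GW8510 at 20 µM as positive.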
Dyrk1A ADPGlo: inhibitors of rat Dyrk1A kinase; Q63470; AID 504441; inhibition, % at 12.5 µM; 0.43% of 310,000 active; ADP-Glo luminescence, NFATc1 peptide; in the data active = inhibition above about 50%;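 also: plate controls were vehicle with enzyme for no effect and no enzyme for full effect; many of its hits are not listed in these tables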
GSK3A inh: human GSK-3 alpha kinase inhibition | P49840 | ADP-Glo luminescence, 60 min | inhibition, % at 10 µM | 0.1% of 320,000 active;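 in the data active = inhibition above about 50%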;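 also: GST-tagged GSK-3 alpha with peptide substrate and 25 µM ATP; 0% = DMSO neutral wells and 100% = GW8510 positive control wells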
Target sequence (P49840 whole entry, looked up): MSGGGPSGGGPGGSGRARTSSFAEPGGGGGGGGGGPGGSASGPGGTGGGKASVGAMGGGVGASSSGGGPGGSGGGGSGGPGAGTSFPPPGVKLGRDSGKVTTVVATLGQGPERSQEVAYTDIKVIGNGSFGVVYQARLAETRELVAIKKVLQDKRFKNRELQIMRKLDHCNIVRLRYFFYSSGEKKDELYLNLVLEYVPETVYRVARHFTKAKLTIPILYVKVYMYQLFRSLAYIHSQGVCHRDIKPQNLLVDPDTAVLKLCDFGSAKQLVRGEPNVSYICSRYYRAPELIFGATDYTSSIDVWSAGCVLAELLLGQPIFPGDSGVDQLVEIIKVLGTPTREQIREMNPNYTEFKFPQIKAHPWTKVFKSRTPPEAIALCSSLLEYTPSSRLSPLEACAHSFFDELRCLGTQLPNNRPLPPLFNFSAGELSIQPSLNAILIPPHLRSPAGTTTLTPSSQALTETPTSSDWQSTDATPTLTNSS
hERG rescue: compounds protecting human hERG from proarrhythmic drug block; Q12809; CHO-hERG, FluxOR thallium flux, dofetilide IC70 present; activation (rescue from dofetilide block), less the hit threshold, % at 10 µM; 0.51% of 310,000 active; AID 1511;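 active = activation above the mean of controls blocked by dofetilide plus 5 SD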;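 also: thallium influx through hERG after potassium depolarization seen as dye fluorescence rise; in these data hits start at about 4.7%; inactives centre near -7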
PolyA inh: inhibitors of polyadenylation in S. cerevisiae; 0.02% of 300,000 active; S. cerevisiae SKY197-pL101 polyadenylation reporter, beta-gal luminescence; efflux-impaired pdr1/pdr3 knockout yeast; score 100 = 6 SD above DMSO; AID 1875; calls only at 12 µM;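 active = lowest replicate activity score at least 50, where 100 means six control SD above control mean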;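 also: yeast exposed to compound for 9 h at 30 °C; higher score means more reporter readthrough which indicates perturbed polyadenylation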
* = called active by the depositor; i = inactive; x = not tested or not shown. A portion of the library (hit frequency here may not be typical).

SMILES | RGS4 pot | RGS4 block | KCNK9 block | KCNQ1 inh | KCNK3 inh | KCNQ1 pot | GSK3beta inhib | Dyrk1A ADPGlo | GSK3A inh | hERG rescue | PolyA inh
COCCNC(=O)CN1C(=O)NC2(CCCc3ccccc32)C1=O (stereo not drawn) | i | i | i | i | i | i | 0 | x | -4 | 0 | i
Cn1c(C(=O)c2ccncc2)cc2ccccc21 | i | i | i | i | i | i | 1 | 9 | -2 | -2 | i
Nc1ccccc1C(=O)NNc1c2ccccc2nc2ccccc12 | i | i | i | i | i | i | 3 | x | 1 | -14 | i
COc1ccc(NC(=O)CSc2nnc(C)n2Cc2ccccc2)cc1 | i | i | i | i | i | i | 1 | 1 | 0 | 0 | i
CC(C)(O)C#Cc1ccc(C(=O)NCc2cccs2)s1 | i | i | i | i | i | i | 2 | -2 | -23 | -6 | i
CC(C)(C)CC(=O)NC(=S)N1CCCCCC1 | i | i | i | i | i | i | -1 | 0 | -3 | -1 | i
Nc1cc2c(cc1[N+](=O)[O-])OCCOCCOCCO2 | i | i | i | i | i | i | 2 | x | -1 | 6.4* | i
CN(CC(=O)NCCCN1CCOCC1)S(=O)(=O)c1cc(Cl)ccc1Cl | i | i | i | i | i | i | 0 | -5 | -4 | -1 | i
Cc1cc(C(F)(F)F)nn1CC(=O)NNC(=S)Nc1cccc(Cl)c1 | i | i | i | i | i | i | 2 | 5 | -3 | -20 | i
O=C(c1cc2nc(-c3ccco3)cc(C(F)(F)F)n2n1)N1CCCCCC1 | i | i | i | i | i | i | 3 | -1 | 0 | -1 | i
CCC(c1c(C)n(C)n(-c2ccccc2)c1=O)c1c(C)n(C)n(-c2ccccc2)c1=O | i | i | i | i | i | i | -4 | -10 | 1 | -13 | i
O=C(CCSc1ccccc1)NC1CCCCCC1 | i | i | i | i | i | i | -1 | 3 | -2 | -10 | i
Clc1ccc(OCCn2c(-c3ccco3)nc3ccccc32)cc1 | i | i | i | i | i | i | 2 | -2 | 1 | -17 | i
OCc1ccnc(Cl)c1 | i | i | i | i | i | i | 0 | -7 | -4 | -7 | i
COC(=O)C1CCN(C(=O)/C(C)=C\c2ccccc2)CC1 | i | i | i | i | i | i | -1 | -1 | 5 | -5 | i
COCCCn1c(=O)c2ccccc2n(CC(=O)NC2CCCCC2)c1=O | i | i | i | i | i | i | -11 | -4 | -2 | -1 | i
COCCNc1ncnc2c1cnn2Cc1ccc(Cl)cc1 | i | i | i | i | i | i | 5 | 1 | -1 | -18 | i
O=C(NCc1ccccc1)c1cc[n+]([O-])cc1 | i | i | i | i | i | i | 2 | 2 | -3 | -2 | i
CC(=O)/C(=C\N(C)C)Sc1ccc(C)cc1 | i | i | i | i | i | i | 4 | -11 | -3 | -9 | i
COc1cccc(CN2CCNC(=O)C2CC(=O)NC2CCCCCCC2)c1 (stereo not drawn) | i | i | i | i | i | i | -3 | -2 | -1 | -13 | i
COc1ccc(C2Nc3ccccc3C(=O)N2NS(C)(=O)=O)c(OC)c1 (stereo not drawn) | i | i | i | i | i | i | 1 | 2 | -5 | -3 | i
O=C(COc1ccc(Cl)cc1[N+](=O)[O-])NC1CCCCC1 | i | i | i | i | i | i | -20 | 0 | -3 | -12 | i
O=C(CSc1ncccn1)NCc1cccs1 | i | i | i | i | i | i | 3 | 0 | -2 | -4 | i
CCCCN(C(=O)c1ccc(N(C)S(=O)(=O)c2ccc(C)cc2)cc1)c1c(N)n(CCCC)c(=O)[nH]c1=O | i | i | i | i | i | i | -5 | -6 | x | -5 | i
O=C(O)CN1CCN(Cc2ccccc2)C1=O | i | i | i | i | i | i | -1 | -4 | -1 | -10 | i
COc1ccc(C(=O)N[C@H](C(=O)OCc2cc(=O)oc3cc(C)ccc23)C(C)C)cc1 | i | i | i | i | i | i | 0 | -9 | -1 | -11 | i
O=C(c1ccc(F)cc1F)N1CCCN(c2nc(-c3ccccc3)ns2)CC1 | i | i | i | i | i | i | 0 | -4 | -2 | -6 | i
COC(=O)c1sc(NC(=O)c2csc3c2CCCC3)nc1C | i | i | i | i | i | i | -2 | 2 | 0 | -6 | i
COc1cc(OC)cc(C(=O)Nc2cccc(-c3ccc(N4CCOCC4)nn3)c2)c1 | i | i | i | i | i | i | 2 | 0 | 0 | -8 | i
CCc1nnc(NS(=O)(=O)c2ccc(NC(=O)/C=C/c3ccc(OC)cc3OC)cc2)s1 | i | i | i | i | i | i | 2 | 10 | -2 | -18 | i
CC(C)c1nc2sc3c(c2c(=O)n1N)CC(C)(C)OC3 | i | i | i | i | i | i | -3 | 4 | 0 | -11 | i
N=C1c2ccccc2CN1c1ccc(N2CCOCC2)c(S(=O)(=O)Nc2ccc(Cl)cc2)c1 | i | i | i | i | x | i | -4 | x | 1 | -18 | i
Cc1ccc(/C=C/C(=O)NCCCc2ccccc2)cc1 | i | i | i | i | i | i | -2 | x | -1 | -2 | i
CCOC(=O)C(NC(=O)CC(C)C)(Nc1cc(C)on1)C(F)(F)F (stereo not drawn) | i | i | i | i | i | i | 2 | -1 | 4 | -7 | i
CCC(=O)Nc1nc(-c2ccccc2)ns1 | i | i | i | i | i | i | 1 | -3 | 2 | -9 | i
CCOC(=O)c1c(O)cc(C)[nH]c1=O | i | i | i | i | i | i | 0 | 2 | -1 | -13 | i
Cc1ccccc1N=Nc1c(C)[nH]n(C(N)=S)c1=O | i | i | i | i | i | i | 2 | -4 | 0 | -6 | i
CC(C)(C)c1ccc(C(=O)NCc2nnc(SCC(=O)NC3CCCCC3)o2)cc1 | i | i | i | i | i | i | -2 | -5 | -1 | -8 | i
COc1cc(OC)cc(N2CC(C)(C)C2=O)c1 | i | i | i | i | i | i | 3 | 0 | 2 | -9 | i
COC(=O)c1cc(S(=O)(=O)N2CCN(c3cccc(OC)c3)CC2)cn1C | i | i | i | i | i | i | -18 | -3 | 2 | -3 | i
O=C(NN1C(=O)c2ccccc2NC1c1ccccn1)c1ccc(Br)cc1 (stereo not drawn) | i | i | i | i | i | i | 1 | -1 | -1 | -7 | i
Cc1cccc(-n2c(Cc3ccccc3)nnc2SCc2ccc([N+](=O)[O-])cc2)c1 | i | i | -14* | i | i | i | 0 | 3 | -2 | -9 | i
O=C1Nc2ccccc2O/C1=C\c1c(F)cccc1Cl | i | i | i | i | i | i | -2 | 0 | -2 | 1 | i
O=C1CN(C(=O)COC(=O)C2CCN(S(=O)(=O)c3ccccc3C(F)(F)F)CC2)c2ccccc2N1 | i | i | i | i | i | i | 2 | -1 | 0 | -17 | i
Cc1cccc(-n2c(O)c(C=NCc3ccccn3)c3ccccc3c2=O)c1 | i | i | i | i | i | i | -19 | -74 | x | -5 | i
CCOC(=O)CN1NC2(CCC(C)CC2)NC1=S (stereo not drawn) | i | i | i | i | i | i | 1 | -3 | -1 | -8 | i
CCOc1ccc(S(=O)(=O)N2CCC(C(=O)NCc3ccccn3)CC2)cc1 | i | i | i | i | i | i | 4 | -4 | -2 | 0 | i
CCCC(=O)N1CCc2cc(-c3nc(N)sc3C)ccc21 | i | i | i | i | i | i | 2 | 3 | 0 | -5 | i
Cc1ccc(C(=O)NC2CCN(Cc3ccccc3)CC2)cc1S(=O)(=O)N1CCOCC1 | i | i | i | i | i | i | 1 | -1 | -1 | -14 | i
COCCSc1nnc(NC(=O)Cc2cccs2)s1 | i | i | i | i | i | i | 0 | -6 | 1 | 0 | i
CCC(C(=O)O)n1c(C(F)(F)F)nc2ccccc21 (stereo not drawn) | i | i | i | i | i | i | 4 | -2 | 2 | -4 | i
CC(=O)Nc1ccc2nc(NC(=O)COc3ccccc3C)sc2c1 | i | i | i | i | i | i | 1 | 9 | -1 | -8 | i
Cc1c(Cl)cccc1NC(=S)N(C)CCC#N | i | i | i | i | i | i | -27 | -1 | -1 | -14 | i
Cc1ccccc1OCc1nnc(SCC(=O)O)n1Cc1ccccc1 | i | i | i | i | i | i | 4 | -7 | -3 | -8 | i
Cc1cnc(C(=O)OCC(=O)N2CCc3ccccc3C2)cn1 | i | i | i | i | i | i | -8 | 6 | x | -3 | i
Cn1c(=O)c2c(SCC(N)=O)nc(CC(C)(C)C)nc2n(C)c1=O | i | i | i | i | i | i | 0 | 0 | -1 | -9 | i
Nc1cc(=O)[nH]c(=S)n1-c1ccccc1 | i | i | i | i | i | i | 2 | 4 | 0 | -9 | i
COc1ccc(C(=O)N2CCC(N3CCN(c4ccccc4)CC3)CC2)cc1OC | i | i | i | i | i | i | 2 | x | -1 | -9 | i
COc1ccc(-n2c(=O)c3ccccc3n(CC(=O)Nc3cc(C)on3)c2=O)cc1OC | i | i | i | i | i | i | 0 | 5 | 1 | -5 | i
CCOC(=O)C1=C(C)OC(N)=C(C#N)C1c1cc(OC)c2c(c1)OCO2 (stereo not drawn) | i | i | i | i | -9.7* | i | 1 | 10 | 0 | -10 | i

(further entries)
SMILES | RGS4 pot | RGS4 block | KCNK9 block | KCNQ1 inh | KCNK3 inh | KCNQ1 pot | GSK3beta inhib | Dyrk1A ADPGlo | GSK3A inh | hERG rescue | PolyA inh
CCc1ccc(NC(=O)c2ccnc(C(C)(C)C)c2)cc1 | i | i | i | i | i | i | -1 | -2 | -6 | 0 | i
CN(CC(=O)Nc1ccccc1Br)C(=O)CNC(=O)Cc1cccc2ccccc12 | i | i | i | i | i | i | 3 | 8 | -4 | -7 | i
COC(=O)Nc1ccc(S(=O)(=O)N2CCN(CCN3C(=O)C4C5C=CC(C5)C4C3=O)CC2)cc1 (stereo not drawn) | i | i | i | i | i | i | -4 | -2 | 0 | -7 | i
Cc1ccc(Cl)cc1NC(=O)Nc1cccs1 | i | i | i | i | i | i | -1 | -2 | x | -10 | i

Record cards (already shown). Order of screens: RGS4 pot	RGS4 block	KCNK9 block	KCNQ1 inh	KCNK3 inh	KCNQ1 pot	GSK3beta inhib	Dyrk1A ADPGlo	GSK3A inh	hERG rescue	PolyA inh
`Cc1ccc(Cl)cc1NC(=O)Nc1cccs1` is entered as i	i	i	i	i	i	-1	-2	x	-10	i
`COC(=O)Nc1ccc(S(=O)(=O)N2CCN(CCN3C(=O)C4C5C=CC(C5)C4C3=O)CC2)cc1` (stereo not drawn) is entered as i	i	i	i	i	i	-4	-2	0	-7	i
`CN(CC(=O)Nc1ccccc1Br)C(=O)CNC(=O)Cc1cccc2ccccc12` is entered as i	i	i	i	i	i	3	8	-4	-7	i
